Screens as filed in PubChem BioAssay.
Mdm2 MdmX PPI: disrupts the human Mdm2-MdmX interaction | O15151+Q00987 | 330,000 tested, 3% active | SaOS-2 split-luciferase Mdm2/MdmX complementation, luminescence | inhibition, % at 8 µM;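 active means inhibition of at least 50% at 8 µM in the primary screen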
CCR6 antag: antagonists of human CCR6 receptor; 340,000 tested, 0.49% active; CHO-K1 CCR6 PathHunter beta-arrestin, luminescence, CCL20-stimulated; AID 493098; inhibition, % at 20 µM;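 active means compounds whose inhibition of the agonist-driven luminescence signal at 20 µM reaches about 50%, limit read from the data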;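 further: cells stimulated with CCL20 at 14 nM final; plate controls were DMSO with CCL20 for no effect and DMSO without agonist for full effect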
Target sequence (P51684 whole entry, looked up): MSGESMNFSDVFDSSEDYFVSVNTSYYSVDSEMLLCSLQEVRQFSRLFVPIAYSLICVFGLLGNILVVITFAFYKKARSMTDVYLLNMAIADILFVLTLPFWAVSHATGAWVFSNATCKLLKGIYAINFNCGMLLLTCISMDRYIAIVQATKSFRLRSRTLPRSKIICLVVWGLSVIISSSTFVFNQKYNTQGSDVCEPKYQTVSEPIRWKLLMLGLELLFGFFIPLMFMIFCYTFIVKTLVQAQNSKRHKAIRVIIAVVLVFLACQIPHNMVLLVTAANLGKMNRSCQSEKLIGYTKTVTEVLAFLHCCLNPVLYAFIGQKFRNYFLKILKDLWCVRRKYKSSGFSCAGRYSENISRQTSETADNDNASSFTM
CXCR6 inh: inhibitors of human CXCR6 receptor. CHO-K1 PathHunter CXCR6 beta-arrestin, luminescence. 360,000 tested, 0.36% active. inhibition, % at 20 µM. O00574. AID 602244; in the data active means inhibition above about 34%, passing the limit was not always enough;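 further: antagonist mode with CXCL16 agonist at 10 nM final; 0% = 10 nM CXCL16 with DMSO and 100% = unstimulated wells without agonist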
Target sequence (O00574 whole entry, looked up): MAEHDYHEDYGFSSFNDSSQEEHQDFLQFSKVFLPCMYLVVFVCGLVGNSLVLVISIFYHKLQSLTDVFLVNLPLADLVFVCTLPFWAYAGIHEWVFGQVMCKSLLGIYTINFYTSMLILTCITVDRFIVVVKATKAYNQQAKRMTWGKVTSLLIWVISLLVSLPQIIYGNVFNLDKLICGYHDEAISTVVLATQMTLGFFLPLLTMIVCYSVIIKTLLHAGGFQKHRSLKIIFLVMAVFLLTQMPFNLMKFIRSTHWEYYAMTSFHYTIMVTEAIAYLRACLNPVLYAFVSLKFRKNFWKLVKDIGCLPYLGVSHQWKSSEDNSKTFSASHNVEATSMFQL
697 NFkB inh: lowers PMA/ionomycin-induced NF-kB signal in 697 B cells; 697 B-cell NF-kB luciferase reporter, 16 h; inhibition, % at 4 µM; 330,000 tested, 0.33% active; AID 435022; in the data active means inhibition above about 35%
CHOP UPR activ: activators of apoptotic arm of unfolded protein response (CHOP) | CHO-CHOP luciferase reporter, UPR activation, luminescence; percent of tunicamycin response over DMSO baseline | activation, % at 10 µM | 330,000 tested, 0.34% active;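 active means at 10 µM dose, activation of 40% or more, normalized to positive control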;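 further: 100% = tunicamycin at 10 µg/mL and 0% = DMSO alone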
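assay system = CHO CHOP reporter cells | amount = 500 CHO-CHOP cells per well | buffer or medium = F12 with 10% FBS | incubation = 16-18 h cell attachment, then 6 h compound exposure, 37 °C | detection = luminescence read with Steady-Glo | read-out = percent activation relative to tunicamycin control | controls = tunicamycin high control, DMSO low control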
XBP1 UPR activ: activators of adaptive arm of unfolded protein response (XBP1) | AID 463104 | activation, % at 20 µM | CHO-XBP1 luciferase reporter, IRE1-XBP1 UPR activation, luminescence; percent of tunicamycin response, DMSO as zero | 330,000 tested, 0.33% active;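 active means versus positive control, 20 µM dose yields 30% or more activation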;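 further: 100% = tunicamycin at 10 µg/mL and 0% = DMSO only wells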
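incubation = overnight seeding at 37 °C, 6 h compound treatment at 37 °C | assay system = CHO-XBP1 cells stably carrying IRE1-XBP1-driven luciferase reporter | input = 1000 cells per well | detection = luciferase luminescence | dosing = single point, 20 µM final compound, 1% DMSO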
EBI2 antag: EBI2 (human) antagonism; EBI2 beta-arrestin recruitment, luminescence, 7a,25-OHC stimulated; inhibition, % at 5 µM; 360,000 tested, 0.81% active; AID 651636; in the data active means inhibition above about 38%;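 further: enzyme fragment complementation signal reports receptor beta-arrestin coupling in cells; 0% = agonist plus DMSO wells and 100% = wells without agonist; some results beyond the cut were filed as inactive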
Target sequence (P32249 whole entry, looked up, the tested form may be a part): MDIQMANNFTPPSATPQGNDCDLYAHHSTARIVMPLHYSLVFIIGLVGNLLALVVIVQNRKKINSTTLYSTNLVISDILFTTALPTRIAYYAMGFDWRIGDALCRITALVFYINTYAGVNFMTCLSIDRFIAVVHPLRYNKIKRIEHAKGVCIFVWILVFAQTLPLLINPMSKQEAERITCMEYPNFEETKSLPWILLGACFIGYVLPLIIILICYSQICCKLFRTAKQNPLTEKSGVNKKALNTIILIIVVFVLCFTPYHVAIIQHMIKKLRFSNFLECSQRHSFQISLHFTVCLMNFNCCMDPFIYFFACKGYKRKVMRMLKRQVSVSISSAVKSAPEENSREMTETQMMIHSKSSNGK
Jurkat NFkB inh: lowers PMA/ionomycin-induced NF-kB signal in Jurkat cells | PMA/ionomycin-induced NF-kB luciferase reporter, luminescence | inhibition, % at 4 µM | 330,000 tested, 0.53% active; in the data active means inhibition above about 50%
Gli-Sufu block: antagonists of Gli-Sufu signaling; Sufu-KO-LIGHT fibroblasts, Gli luciferase reporter luminescence; inhibition, % at 5 µM; 340,000 tested, 0.74% active;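 active means inhibition above about 55%, limit read from the data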;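 further: 0% = DMSO-treated cells and 100% = wells with medium but no cells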
* hit, by the source's call; x = not tested or not shown.

SMILES	Mdm2 MdmX PPI	CCR6 antag	CXCR6 inh	697 NFkB inh	CHOP UPR activ	XBP1 UPR activ	EBI2 antag	Jurkat NFkB inh	Gli-Sufu block
CC(C)CCN1CCN(Cc2nc3c(s2)CCCC3)CC1CCO (stereo unspecified)	-7	9	5	-21	0.8	-2	19	10	13
COc1cccc(CC(=O)Nc2ccc(S(=O)(=O)Nc3nccs3)cc2)c1	10	4	-6	2	-1.7	-1	-1	3	-6
CCCN(CC(=O)Nc1ccccc1OC)C(=O)c1cccc(S(=O)(=O)NCc2ccccc2)c1	36	9	-2	3	1.5	-1	3	-1	3
CC(c1ccco1)N(C(=O)c1ccc(F)cc1)c1ccccn1 (stereo unspecified)	-5	12	-2	-3	-0.7	-4	-8	-1	1
Cc1ccc(NS(=O)(=O)c2ccccc2F)cc1S(=O)(=O)N1CCCCC1	-11	7	8	7	-0.6	0	16	-6	6
CCNCc1ccccc1OCc1ccccc1	-9	13	4	-21	-0.8	3	6	-2	0
CC/C(O)=C1\C(=O)CCCC1=NCCc1nc2ccccc2[nH]1	6	x	-17	6	0.8	-1	0	0	x
S=C(Nc1ccc2c(c1)OCO2)N1CCCC1	16	4	2	-21	-0.4	5	-6	-21	-12
CN(C)S(=O)(=O)Oc1cccc(C(=O)Nc2ccc([N+](=O)[O-])cc2)c1	-7	20	-10	-74	0.9	3	-4	-68	-2
CN1CCc2c1nc1ccccc1c2N=C1CCCN1Cc1ccccc1	11	4	4	-41	-0.1	0	3	-7	38
O=C(CC1Sc2ccccc2NC1=O)NNc1ccc(F)cc1 (stereo unspecified)	x	3	-11	x	x	x	-2	x	4
Cc1ccc(C(=O)COC(=O)CN2C(=O)C3C4C=CC(C4)C3C2=O)cc1[N+](=O)[O-] (stereo unspecified)	21	38	25	-4	-0.2	2	1	-3	12
CCOc1ccc(NC(=O)c2cc(Cl)nc3ccccc23)cc1	51*	11	6	-15	-1.3	-1	-5	36	-7
CC(C(=O)NCCC1=CCCCC1)N1C(=O)c2ccccc2C1=O (stereo unspecified)	-5	8	-1	19	-2.0	-3	-12	-5	-4
C[C@@H]1C=C(C(=O)N2CCOCC2)O[C@H](OCc2ccc(CO)cc2)C1	27	13	6	22	0.1	-3	-10	0	-24
COc1cc(OC)cc(C(=O)N[C@H](C(=O)NCc2cccs2)C(C)C)c1	-24	1	2	12	1.2	-3	2	-1	-3
Cc1onc(-c2c(F)cccc2Cl)c1C(=O)NC1CCSC1=O (stereo unspecified)	20	11	-7	3	-1.9	-3	0	-4	-1
CN(C)c1ccc(/C=N/NC(=O)c2ccc(Cl)cc2)cc1	31	-13	6	-5	0.9	0	0	-3	-13
Cc1ccc(C(=O)CCC(=O)OCC(=O)Nc2nnc(-c3ccccc3)o2)cc1	7	8	3	-7	0.3	3	-9	9	-10
CCN(CC(=O)NCc1cccs1)C(=O)CCC(=O)c1ccc(C)cc1	13	-2	3	7	2.3	-1	-5	9	-5
COc1ccc(OC)c(S(=O)(=O)N(C)CC(=O)Nc2ccccc2OC)c1	0	15	9	16	-1.4	1	6	17	6
O=C(NCCc1ccccc1)c1ccc(S(=O)(=O)N2CCCC2)cc1	-25	1	2	-16	0.8	5	9	-24	-18
Cc1nc2c3ccccc3nc(NNC(=O)CCC(=O)NCCN3CCN(c4ccccc4F)CC3)n2n1	-10	6	-3	-4	3.4	-3	0	8	15
CCOc1ccc(NC(=O)CCN2CCN(S(=O)(=O)c3cc(Cl)ccc3OC)CC2)cc1	20	3	-8	15	0.3	-5	6	9	2
CCCCC(=O)N1CC(=O)Nc2ccc(F)cc2C1c1ccccc1 (stereo unspecified)	-21	16	-6	-28	-0.6	-1	1	-21	29
COc1ccc(NCc2n[nH]c(=O)c3ccccc23)cc1	-16	-1	3	-2	0.9	1	30	-13	-5
CCN(CC)C(=O)c1nc[nH]c1C(=O)N(C)Cc1ccccc1	-2	9	4	18	-0.5	-2	-25	4	11
CCc1cccc(NC(=O)CCCSc2nc3ccccc3[nH]2)c1	-14	6	-10	-19	-1.1	1	-7	10	-38
CCCCc1ccc(NC(=O)CN(C)CC(=O)Nc2ccccc2Cl)cc1	13	-8	-6	-11	0.2	1	2	-17	-10
CCOc1ccc2cc(S(=O)(=O)N3CCN(C)CC3)ccc2c1	1	6	-9	-12	-2.5	-1	6	13	1
CCOC(=O)c1ccc(NC(=O)CN2C(=O)CSC(C)C2=O)cc1 (stereo unspecified)	-19	-12	4	8	-1.7	-2	5	10	-3
CCCCNS(=O)(=O)CCNCc1ccc(OC)cc1	6	16	-4	13	2.5	3	-5	x	-3
CCN1C(=O)OC2(CCCCC2)C1(C)O (stereo unspecified)	3	x	x	-24	-1.1	5	x	-26	x
CCCc1nc2scc(-c3ccccc3)c2c(=O)n1N	2	-9	2	10	-0.8	3	-10	-4	-3
COc1ccc(NC(=O)Cn2c(=O)n(CC(=O)NCc3ccco3)c(=O)c3ccccc32)cc1	2	15	-8	4	1.7	-3	-7	4	2
Cc1nc2c(nnn2Cc2ccccc2Cl)c(=O)[nH]1	10	6	1	-14	1.2	-3	-3	-7	-17
CCCCCCCNC(=O)C1(CC2CC(c3ccccc3)=NO2)CCN(C(=O)c2ccccc2)CC1 (stereo unspecified)	-8	10	19	-15	-0.6	-3	5	6	22
O=C(CCC(=O)N1CCOCC1)Nc1ccc(Cl)c(Cl)c1	10	0	5	-1	-0.1	-3	0	-5	15
CC(C)Cc1cc(C(=O)Nc2cccnc2)no1	-28	-1	3	-9	-0.1	-1	-12	-65	-4
CCN(CC)S(=O)(=O)c1ccc(C)c(NC(=O)/C=C/c2cccs2)c1	20	18	12	-31	-1.2	-1	4	-14	6
Cc1cccc(C)c1NC(=O)COC(=O)CCC(=O)c1cccs1	-8	-7	-1	9	1.0	-2	1	8	-9
O=C(C[n+]1cccc(O)c1)NCc1ccc(Cl)cc1	2	21	-7	3	0.8	-1	-11	-17	2
O=C(Nc1ccc(C(=O)N2CCCC2)cc1)c1ccccc1	x	12	-6	x	x	x	-4	x	-25
CCOC(=O)c1ccc(NC(=O)CN2C(=O)CNC2=O)cc1	21	-17	2	-5	-2.4	-1	-5	-21	-8
Cc1ccnn1-c1ccc(C(=O)NCC(c2ccco2)N2CCCC2)cc1 (stereo unspecified)	-8	-5	5	13	3.0	-1	-11	2	5
O=C1NC2(CCCC2)Oc2ccccc21	24	-1	2	8	-0.8	-1	0	6	-3
COc1c(Cl)cnn(-c2ccccc2)c1=O	27	-1	-22	19	1.4	-2	-13	17	5
Cc1cccc(CSc2nnc(-c3ccccn3)n2N)c1	2	7	4	-1	1.1	-3	-6	-7	-10
CC(C)S(=O)(=O)c1cnc(-c2ccccn2)nc1N	-3	3	1	2	0.2	-1	2	1	24
O=C(/C=C\c1ccc2c(c1)OCO2)CC1(O)C(=O)Nc2ccccc21 (stereo unspecified)	14	6	-13	12	-1.0	-1	9	2	-1
N#CCSc1nnc(CNc2ccc(F)cc2)o1	17	4	14	9	0.3	3	6	13	4
Cc1cccc(OCCCC(=O)Nc2ccc(S(=O)(=O)Nc3ncccn3)cc2)c1C	17	-3	-2	10	1.0	-4	3	7	10
Cc1cc(C)c(S(=O)(=O)Nc2c(C)[nH]c(=O)[nH]c2=O)c(C)c1	8	-6	-16	-3	-1.9	-3	-2	-15	2
CCOc1cccc2c1OC1(C)CC2NC(=O)N1c1cccc(C(=O)NCc2ccccn2)c1 (stereo unspecified)	9	1	-2	0	0.3	-6	-4	1	1
O=C(COC(=O)COc1ccccc1)Nc1ncc(Cl)cc1Cl	6	-1	5	7	-0.3	-1	-9	2	7
CCN(C(=S)Nc1ccc(Oc2ccccc2)cc1)c1ccccc1	-36	16	-12	7	0.0	2	8	-3	0
[O-]/[N+](=C\c1ccccc1)c1ccc(Br)cc1	-1	6	-8	-85	4.3	0	-2	-107	-97
O=C(O)c1ccc(CSc2nnc(-c3ccccc3)n2-c2ccccc2)cc1	15	17	3	22	3.5	-4	5	10	6
N#CC1(NC(=O)CN2C(=O)NC(c3ccccc3)(c3ccccc3)C2=O)CCCC1	-11	3	5	6	-1.9	1	-3	-5	6
CC(C)c1nnc(NC(=O)Cc2ccccc2[N+](=O)[O-])s1	-14	14	1	-6	0.5	-1	-18	-5	-9

An excerpt from above in order of count of non-hydrogen atoms, high to low.
SMILES	Mdm2 MdmX PPI	CCR6 antag	CXCR6 inh	697 NFkB inh	CHOP UPR activ	XBP1 UPR activ	EBI2 antag	Jurkat NFkB inh	Gli-Sufu block
CCOc1cccc2c1OC1(C)CC2NC(=O)N1c1cccc(C(=O)NCc2ccccn2)c1 (stereo unspecified)	9	1	-2	0	0.3	-6	-4	1	1
Cc1cccc(OCCCC(=O)Nc2ccc(S(=O)(=O)Nc3ncccn3)cc2)c1C	17	-3	-2	10	1.0	-4	3	7	10
COc1c(Cl)cnn(-c2ccccc2)c1=O	27	-1	-22	19	1.4	-2	-13	17	5

Following part.
SMILES	Mdm2 MdmX PPI	CCR6 antag	CXCR6 inh	697 NFkB inh	CHOP UPR activ	XBP1 UPR activ	EBI2 antag	Jurkat NFkB inh	Gli-Sufu block
CCCN1C2CCCC1CC(NC(=O)c1ccc(Br)cc1)C2 (stereo unspecified)	-14	6	-4	-31	-0.8	-2	-1	-5	-2
Cn1c(SCC(N)=O)nnc1-c1cnccn1	-1	-5	-2	-4	-1.0	1	-2	-7	-5
CN1CCN(C(=O)CN(C2CCCCC2)S(=O)(=O)c2ccc(Br)cc2)CC1	16	1	0	6	0.5	-5	-1	-7	1
CCC(=O)c1ccc2ncccc2c1	3	-6	10	1	0.6	1	-8	-8	-4
CCn1c2ccccc2c2cc(NC(=O)c3cccc(OC)c3OC)ccc21	14	4	0	10	-0.7	2	38	-9	8
COc1ccc(C(=O)NCc2ccccc2C)cc1S(=O)(=O)NC1CCCC1	2	3	-2	18	-0.6	0	-11	-3	2
Cc1ccc(SCC(=O)NCCC2=CCCCC2)cc1	-12	4	1	12	1.1	2	38*	-9	-4
COc1ccc(-c2ccnc(SCC(=O)N3CCN(c4ccccc4)CC3)n2)cc1	17	12	-5	-3	0.3	-3	19	-8	2
O=C(O)c1cccnc1Sc1ccccc1Cl	-8	1	3	1	2.4	0	-2	2	-11
COc1ccccc1CN1CC(C(=O)NCc2ccc(C)c(F)c2)CCC1=O (stereo unspecified)	10	2	-3	0	0.5	5	-4	3	-7
COc1cc(C(=O)OCC(=O)NC(N)=O)cc(CN2C(=O)c3ccccc3C2=O)c1OC	-25	-1	-6	-19	-0.4	-3	1	-39	4
CC(C)Oc1cccc(C(=O)C2CCCN(C(=O)c3ccnn3C)C2)c1 (stereo unspecified)	29	14	1	-15	1.6	-3	-2	-19	1
COC(=O)C1CN(C(=O)COc2ccc(C)cc2)c2ccccc2O1 (stereo unspecified)	-26	13	2	-14	0.2	4	-1	-19	18
CCOc1cc(C)c(C(C)C)cc1S(=O)(=O)n1ccc(C)n1	13	23	-1	-8	0.7	-1	1	8	0
Cc1ccc(NC(=S)NC(=O)Cc2ccccc2)c(O)c1	5	18	16	-7	2.6	-5	1	-20	12

Reprinted at random: four entries already listed.
SMILES	Mdm2 MdmX PPI	CCR6 antag	CXCR6 inh	697 NFkB inh	CHOP UPR activ	XBP1 UPR activ	EBI2 antag	Jurkat NFkB inh	Gli-Sufu block
O=C(O)c1cccnc1Sc1ccccc1Cl	-8	1	3	1	2.4	0	-2	2	-11
CCn1c2ccccc2c2cc(NC(=O)c3cccc(OC)c3OC)ccc21	14	4	0	10	-0.7	2	38	-9	8
COc1ccc(-c2ccnc(SCC(=O)N3CCN(c4ccccc4)CC3)n2)cc1	17	12	-5	-3	0.3	-3	19	-8	2
Cn1c(SCC(N)=O)nnc1-c1cnccn1	-1	-5	-2	-4	-1.0	1	-2	-7	-5
